# RORg inh: qHTS for inhibitors of ROR gamma transcriptional activity | Drosophila S2 Gal4-RORgamma UAS-luciferase reporter, 20 h | Nuclear receptor ROR-gamma (Mus musculus), P51450 | Potency, µM (doses to about 53.6 µM), for inactives: at the highest dose activity change, negative = inhibition, most hits filed as inhibitors | 310,000 tested, 5.4% active | AID 2551, 2010; further: potency means the concentration at half of the fitted maximal effect; on the % scale 0 is the no-effect control and ±100 the full control effect; nearly all actives have a fitted effect of over 60% in size
# Target sequence (P51450 whole entry, looked up, the tested form may be a part): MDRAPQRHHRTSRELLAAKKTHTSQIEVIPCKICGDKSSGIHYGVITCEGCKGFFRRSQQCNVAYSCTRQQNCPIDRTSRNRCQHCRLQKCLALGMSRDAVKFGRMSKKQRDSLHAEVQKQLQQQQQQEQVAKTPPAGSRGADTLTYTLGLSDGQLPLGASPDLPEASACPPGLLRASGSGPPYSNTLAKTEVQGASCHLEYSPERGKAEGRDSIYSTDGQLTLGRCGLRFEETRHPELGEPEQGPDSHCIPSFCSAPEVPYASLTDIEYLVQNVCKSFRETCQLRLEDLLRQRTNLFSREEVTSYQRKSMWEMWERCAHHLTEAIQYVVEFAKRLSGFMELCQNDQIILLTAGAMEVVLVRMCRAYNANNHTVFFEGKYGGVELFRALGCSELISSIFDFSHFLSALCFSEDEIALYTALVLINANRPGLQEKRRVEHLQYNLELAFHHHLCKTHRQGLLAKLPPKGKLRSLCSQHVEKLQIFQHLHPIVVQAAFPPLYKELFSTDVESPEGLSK
#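 A Gal4/UAS one-hybrid system in insect cells: metallothionein-promoter Gal4–ROR gamma fusion plus Photinus luciferase reporter. Copper sulfate 700 uM final, 20 hr ambient incubation, luminescent detection after 10 min with reagent.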
# Rab9 prom act: qHTS Assay for Rab9 Promoter Activators | 320,000 tested, 2.8% active | Huh7 Rab9 promoter-luciferase reporter, luminescence, 24 h | Potency, µM (series often up to 9.22 µM), inactives show top-dose activation, negative = inhibition, most hits filed as activators | AID 485297, 2010; further: potency means the concentration at half of the fitted maximal effect; % of control where 0% means no effect; nearly all actives have a fitted effect of over 60% in size
#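 Huh7 cells stably carrying a Rab9 promoter-luciferase reporter, 1500 cells per well in OP-MEM I with 10% FBS, treated with compound 24 hours at 37C. Luciferase activity read by luminescence after 10 minutes with Amplite reagent.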
# NPC1 promoter act: qHTS Assay for NPC1 Promoter Activators; Huh7 NPC1 promoter luciferase reporter, 24 h; Potency, µM (doses to about 9.22 µM), for the others: top-dose activation, actives largely listed as activators; 320,000 tested, 2.4% active;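 further: potency means the concentration at half of the fitted maximal effect; % of control where 0% means no effect; nearly all actives have a fitted effect of over 60% in size; reporter is driven by a mutant NPC1 promoter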
#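 Luminescence from an NPC1 promoter-driven luciferase reporter in stably transfected Huh7 cells was measured after 24 h compound treatment at 37 °C, followed by 10 min ambient incubation with luciferase detection reagent.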
# ELG1 repair inh: qHTS screen for small molecules that inhibit ELG1-dependent DNA repair in human embryonic kidney (HEK293T) cells expressing luciferase-tagged ELG1. AID 504467, 2011. Potency, µM (titrated, usually from 46.1 µM), for inactives: at the highest dose activity change, negative = inhibition, usual class: inhibitors. 330,000 tested, 2.3% active. HEK293T ELG1-luciferase reporter, luminescence, 16 h; DNA damage induced by 5-fluorouridine; further: potency means the concentration at half of the fitted maximal effect; on the % scale 0 is the no-effect control and ±100 the full control effect; nearly all actives have a fitted effect of over 55% in size
#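 In this reporter screen, reduction of luminescence relative to DMSO vehicle indicated activity. Compounds and 5-fluorouridine were added together to 2,000 cells per well, incubated for 16 hr at 37 °C, then developed with ONE-Glo.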
# PKM2 activator: qHTS Assay for Activators of Human Muscle isoform 2 Pyruvate Kinase. Pyruvate kinase PKM (Homo sapiens), P14618. purified PKM2, Kinase-Glo ATP luminescence, activation; response scale: 0% is enzyme alone, no compound. Potency, µM (top dose mostly 57.5 µM), for inactives: at the top dose activation, most hits filed as activators. 260,000 tested, 0.34% active. AID 1631, 2009; further: potency means the concentration at half of the fitted maximal effect; on the % scale 0 is the no-effect control and ±100 the full control effect; nearly all actives have a fitted effect of over 55% in size
#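 Purified hPK-M2 (>95%) run at intermediate activity with 0.1 mM ADP and 0.5 mM PEP in 50 mM imidazole pH 7.2, KCl, MgCl2; 1 h room temperature. ATP formed read by Kinase-Glo luminescence; normalized to uninhibited and no-enzyme controls.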
# FLuc counter: qHTS profiling assay for firefly luciferase inhibitor/activator using purifed enzyme and Km concentrations of substrates (counterscreen for miR-21 project) | Luciferin 4-monooxygenase (Photinus pyralis), P08659 | purified FLuc, Km substrates, luminescence inhibition | Potency, µM (titrated, usually from 57.5 µM), for the others: at the highest dose activity change, negative = inhibition, hits mostly inhibitors | 360,000 tested, 6.9% active | AID 588342, 2011;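 further: potency means the concentration at half of the fitted maximal effect; plate controls were vehicle for no effect and reference inhibitor for full effect; nearly all actives have a fitted effect of over 55% in size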
#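 Purified P. pyralis luciferase (10nM final) with 10uM D-luciferin and 10uM ATP (Km levels) in 50mM Tris acetate pH 7.5, 10mM Mg acetate, 0.01% Tween-20, 0.05% BSA; qHTS 6-point titration, ~60 µM downward; luminescence read.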
# Gal4-VP16 FLuc: VP16 counterscreen qHTS for inhibitors of ROR gamma transcriptional activity; 310,000 tested, 3.5% active; Potency, µM (top dose mostly 53.6 µM), inactives show at the top dose activity, negative = inhibition, most hits filed as inhibitors; AID 2546, 2010; Drosophila S2 Gal4-VP16 UAS-luciferase, luminescence, 20 h;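 further: Gal4-VP16 expression switched on by copper sulfate through the metallothionein promoter; potency means the concentration at half of the fitted maximal effect; on the % scale 0 is the no-effect control and ±100 the full control effect; nearly all actives have a fitted effect of over 50% in size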
# MBNL1 CUG block: qHTS Assay for Inhibitors of MBNL1-poly(CUG) RNA binding. Muscleblind-like protein 1 (Homo sapiens), Q9NR56. TR-FRET MBNL1-His/biotin-(CUG)12 binding, 665/545 ratio. Potency, µM (doses to about 57.5 µM), for the others: at the highest dose activity change, negative = inhibition, hits mostly inhibitors. 280,000 tested, 0.036% active. AID 2675, 2010; active means well fitted inhibition curve with a large enough effect in the signal ratio, with a control signal flat, not every such curve was filed as active; inconclusive means small, poorly fitted or top-dose-only effect, or effect the other way, or a change in a side signal; inactive means no such curve, though single readings can be large or run the other way; the % refers to the signal ratio; further: potency means the concentration at half of the fitted maximal effect; on the % scale 0 is the no-effect control and ±100 the full control effect
#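 Compounds (final 92 nM to 58 uM) are added to His-tagged MBNL1 and biotin-(CUG)12, then terbium anti-His antibody and streptavidin-XL665 (5 nM final). After 60 min at room temperature, the 665/545 nm ratio is read.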
# Mito fusion yeast: qHTS Assay for Small Molecule Inhibitors of Mitochondrial Division or Activators of Mitochondrial Fusion; S. cerevisiae fusion-defective mutant growth rescue, CellTiterGlo 48 h; Potency, µM (highest dose often 46.1 µM), without a hit: top-dose growth rescue (activation), actives largely listed as activators; 320,000 tested, 0.23% active;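 further: potency means the concentration at half of the fitted maximal effect; % of control where 0% means no effect; nearly all actives have a fitted effect of over 45% in size; temperature-sensitive fusion mutants such as fzo1-1 at 37 °C on non-fermentable ethanol glycerol medium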
#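 Yeast fusion mutant, YPEG (non-fermentable carbon), compound, 48 h at 37C non-permissive; CellTiterGlo added, 10 min RT, luminescence read. Rescued growth = division inhibition.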
# KCNH2 3.1 inh: qHTS for Inhibitors of KCHN2 3.1: Mutant qHTS | activity change, % (tested at about 1.8 µM) | AID 720553, 2013 | Potassium voltage-gated channel subfamily H member 2, brain isoform KCNH2 3.1 (human) | 340,000 tested, 0.95% active | U2OS KCNH2 3.1, thallium flux FluxOr; stronger effect = lower value;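 active means maximum activity change below -70%; inconclusive means maximum activity change from -70% to -50%; inactive means maximum activity change above -50%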;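 further: thallium influx rate constant from kinetic fluorescence after stimulation buffer; on the % scale 0 is the no-effect control and ±100 the full control effect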
#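 FluxOr-based Tl+ influx in U2OS cells transduced with KCNH2 3.1 virus; rate constants normalized to DMSO controls.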
# Menin-MLL TR inh: qHTS Assay for Inhibitors Targeting the Menin-MLL Interaction in MLL Related Leukemias: Competition With Texas Red Labeled MLL-derived Mutant Peptide; Potency, µM (doses to about 61.6 µM), for inactives: at the top dose FP activity change, negative = inhibition, usual class: inhibitors; 270,000 tested, 0.23% active; O00255; Menin + Texas Red MLL mutant peptide, fluorescence polarization; active means well fitted inhibition curve with a large enough effect in the polarisation, with a control signal flat, not every such curve was filed as active; inconclusive means small, poorly fitted or top-dose-only effect, or effect the other way, or a change in a side signal; inactive means no such curve, though single readings can be large or run the other way; the % refers to the polarisation; further: potency means the concentration at half of the fitted maximal effect; % of control where 0% means no effect; many of its hits are not listed in these tables
# Target sequence (O00255 whole entry, looked up): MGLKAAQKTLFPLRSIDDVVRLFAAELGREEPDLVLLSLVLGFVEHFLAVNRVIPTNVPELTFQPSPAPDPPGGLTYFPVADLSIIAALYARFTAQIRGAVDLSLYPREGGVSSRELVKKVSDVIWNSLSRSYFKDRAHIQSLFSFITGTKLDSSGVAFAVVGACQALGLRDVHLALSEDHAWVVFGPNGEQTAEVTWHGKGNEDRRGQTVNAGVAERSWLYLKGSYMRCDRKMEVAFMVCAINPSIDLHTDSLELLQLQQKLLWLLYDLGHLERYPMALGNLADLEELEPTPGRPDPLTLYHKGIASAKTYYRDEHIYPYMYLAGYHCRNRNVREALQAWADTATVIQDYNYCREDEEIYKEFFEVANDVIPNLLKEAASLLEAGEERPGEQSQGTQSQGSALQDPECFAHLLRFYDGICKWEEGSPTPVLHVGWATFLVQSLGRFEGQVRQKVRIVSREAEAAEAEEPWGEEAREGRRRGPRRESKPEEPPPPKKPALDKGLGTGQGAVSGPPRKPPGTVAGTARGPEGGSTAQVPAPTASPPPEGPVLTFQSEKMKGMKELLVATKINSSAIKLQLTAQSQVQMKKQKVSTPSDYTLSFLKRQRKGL
# Starred values were filed as active, the others as inactive; ? = inconclusive; . = no result given; & = joins results of further samples; [ ] = remark or other dose. Unless noted, the call rests on the fitted dose curve; in most records, active means well fitted curve in the direction sought with a large enough effect; inconclusive means small, poorly fitted or top-dose-only effect, or another doubt; inactive means no such curve, though single readings can be large; an effect the other way counts as inactive or inconclusive. A portion of the library; count on the stated rates, not on these rows.
# The line under a structure holds: Menin-MLL TR inh, KCNH2 3.1 inh, RORg inh, Mito fusion yeast, NPC1 promoter act, Rab9 prom act, PKM2 activator, Gal4-VP16 FLuc, FLuc counter, ELG1 repair inh, MBNL1 CUG block
> COc1ccc2c(c1)C(SCC(=O)NCCc1ccccc1)CC(C)(C)O2 (stereo not given)
  25%, 3, 44%, -12%, -3%, -5%, 1%, -9%, -19%, 12%, -4%
> CCSc1nnc(Nc2ccccc2)s1
  2%, -3, ?, -2%, ?, ?, -6%, -1%, ?, ?, 2%
> Cc1ccc2nc(N/N=C/c3ccccc3C#N)nc(-c3ccccc3)c2c1
  8%, -15, 11µM*, 4%, 1%, 7%, 10%, ?, 11µM*, 21µM*, 20%
> Cc1ccc(OCC(=O)N2CCC(Cc3ccccc3)CC2)c([N+](=O)[O-])n1
  ., 4, ., 10%, 0%, -2%, ., ., 2%, -1%, .
> CCOC(=O)C1=C(C)NC2=C(C(=O)CCC2)C1c1ccc(O)c(OCC)c1 (stereo not given)
  4%, 15, 4%, -2%, -1%, -2%, -9%, -1%, 0%, -14%, 19%
> O=C(CC1(C(F)(F)F)OCCO1)Nc1ccc2c(c1)OCO2
  6%, -19, -1%, 3%, 9%, 18%, -4%, 0%, -12%, 12%, -6%
> CS(=O)(=O)c1ccc2nc(NC(=O)CS(=O)(=O)Cc3ccccc3)sc2c1
  ?, 0, 30%, -4%, 1%, 11%, 1%, -9%, 17µM*, 12%, 2%
> COc1ccc2nc(SCC(=O)NC3CCCC3)c(C)cc2c1
  ?, -1, -5%, 17%, -14%, -17%, 0%, 9%, -1%, -20%, -7%
> COc1ccc(/C=C2\SC(=N)N(c3ccc(F)cc3)C2=O)cc1OC
  -23%, -4, -2%, 0%, -1%, ?, -2%, 0%, ?, ?, 8%
> N=c1oc2ccccc2cc1C(=O)NCc1ccccc1
  14%, 0, 3%, -2%, -4%, -3%, -3%, 26%, 9.5µM*, ?, ?
> COc1ccc(CNc2cc(C)cc(C)c2)cc1OC
  -17%, ., 3%, 0%, -3%, -2%, -2%, 5%, 4%, -21%, 4%
> Cc1ccc(-c2cnc(NCc3cc4c(cc3[N+](=O)[O-])OCO4)n2C)cc1C
  -20%, -6, 4%, 2%, -10%, -10%, -3%, -12%, -3%, -20%, ?
> Cc1ccc(C(=O)NC(C)C(c2cccs2)N2CCCC2)s1 (stereo not given)
  0%, -27, 35%, 7%, 18%, 22%, 5%, 9%, 3%, 12%, -7%
> CC1(C)C(=O)Nc2ccccc2N1C(=O)CSc1ncccn1
  -14%, 10, 4%, 1%, -4%, 1%, ?, -1%, 0%, -3%, -7%
> CCCN1C(=O)c2ccccc2NC1c1ccc(Br)cc1 (stereo not given)
  -13%, 10, 17%, 5%, -4%, -17%, ., -13%, 0%, -6%, 2%
> Cc1c(Cl)cccc1S(=O)(=O)N1CCC(C(=O)NNC(=O)C2CC2)CC1
  -1%, 14, 20%, -1%, -1%, 3%, -1%, 16%, 2%, 3%, -5%
> O=C1Cc2cc(CCN3CCN(c4nsc5ccccc45)CC3)c(Cl)cc2N1
  0%, ., ?, -59%&-6%[inhibitor], -16%[46.1 µM], -33%[inhibitor][46.1 µM], -4%, 5%, 0%, ., 1%
> CCCc1nc2n[nH]c(N)c2c2c1CCC2
  -3%, 0, -3%, -1%, 7%, 0%, -4%, 3%, 2%, ?, -11%
> Cc1ccc(OCCNC(=O)C2CC(=O)N(c3ccc(C)cc3)C2)cc1 (stereo not given)
  -7%, -16, 7%, 2%, -4%, 1%, -1%, 8%, -2%, -3%, 3%
> COc1ccccc1CNC(=O)c1cccc(S(=O)(=O)N(C)c2ccccc2)c1
  ., 0, ., 26%, -2%, -1%, ., ., 0%, ?, .
> CC1CCCCC1NC(=O)COC(=O)c1ccccn1 (stereo not given)
  19%, 4, -12%, 0%, -5%, -1%, -1%, -7%, 7%, -2%, -4%
> O=C(Cn1cnc2c(nnn2Cc2ccccc2F)c1=O)N1CCN(c2ccccc2)CC1
  -2%, 9, ?, -2%, -5%, -1%, -6%, 3%, 1%, ?, -3%
> COc1ccc(C(C(=O)NC(C)(C)C)N(C(=O)CNC(=O)c2cccs2)c2cccnc2)cc1OC (stereo not given)
  5%, -15, -14%, -1%, -5%, -2%, 1%, 13%, 1%, 14%, -6%
> COC(=O)Cc1c(O)ccn(Cc2ccc(Cl)c(Cl)c2)c1=O
  -11%, -38, -10%, 1%, -1%, 1%, -6%, -18%, 2%, ?, 9%
> CC(=O)NCCc1nc2ccccc2[nH]1
  2%, -37, -7%, -4%, -5%, -3%, -3%, -19%, 1%, 1%, -11%
> CCCCCC(=O)Nc1ccc2oc(-c3ccncc3)nc2c1
  0%, 0, 23%, 5%, 15%, 14%, -4%, 3%, -2%, 2%, 14%
> Cc1[nH]n(C)c(=O)c1N=Nc1ccc(S(C)(=O)=O)cc1
  ., 3, 32%, 0%, -2%, 10%, -9%, 9%, -1%, 0%, ?
> COCC(=O)Nc1c(C(=O)Nc2ccccc2OC)oc2ccccc12
  -1%, 0, 2%, 3%, 20%, 12%, 4%, ?, -11%, -7%, 5%
> COc1ccc(CNc2nc(NCc3ccc(OC)cc3)n(S(C)(=O)=O)n2)cc1
  -15%, 13, 4%, 10%, 3%, 6%, -8%, 7%, 2%, -4%, -3%
> CN(CCCCN1CCOCC1)Cc1nc(-c2ccc3c(c2)OCO3)no1
  2%, 7, 13%, -2%, -1%, 13%, -6%, -4%, -12%, 29%, 5%
> O=C(CN1CCOCC1)N1CCN(S(=O)(=O)c2ccccc2)C1c1ccccc1 (stereo not given)
  10%, 7, 12%, 0%, -5%, -1%, 0%, -5%, -2%, 6%, -1%
> Cc1cc(C(=O)O[C@H]2[C@H](Cc3ccccc3)NS(=O)(=O)[C@H]3C[C@@H]4C=C[C@]23O4)ccc1[N+](=O)[O-]
  ., ., ., -6%, 2%, 3%, ., ., -2%, -1%, .
> Cc1cc(NC(=O)c2cccc(S(=O)(=O)N3c4ccccc4CC3C)c2)no1 (stereo not given)
  ., -9, ?, 1%, -12%, -13%, -1%, ?, 3%, ?, 5%
> O=C(Nc1ccc(SC(F)F)cc1)c1cccc2nc3ccccc3nc12
  -5%, 2, -22%, 2%, -7%, -9%, 16%, -16%, -3%, 14%, -9%
> C=CCn1c(CC#N)nnc1N1CCOCC1
  7%, 3, -26%, -3%, -2%, -3%, 5%, 3%, 4%, ?, 2%
> CCSc1oc(-c2ccco2)nc1S(=O)(=O)c1ccccc1
  0%, 8, -41%, 14%, -3%, -3%, 3%, -5%, 0%, 1%, ?
> CCc1cc(=O)oc2cc(OC(C)C(=O)O)c(Cl)cc12 (stereo not given)
  -4%, 3, -15%, -5%, 12%, 11%, -10%, 2%, -3%, 16%, -6%
> Cc1cc(NC(=O)CSc2nc3c(cc2C#N)CCC3)no1
  ?, -12, -2%, 4%, 0.5µM*, 0.5µM*, 2.5µM*, -13%, ?, ?, 425%[activator]
> O=C(CN(Cc1ccccc1F)C(=O)c1ccco1)NCc1ccc(F)cc1
  -1%, -6, 21%, -3%, 3%, 4%, 2%, 4%, -1%, -11%, -10%
> Cn1c(=N)n(CC(O)c2cccc3ccccc23)c2ccccc21 (stereo not given)
  2%[11.7 µM], -24, 2%, -5%, -3%, -7%, 1%, 4%, 2%, -22%, 5%

# Screens: PubChem, National Center for Advancing Translational Sciences (NCATS)
